Assay outcomes (PubChem BioAssay)
KCNQ2 inh = KCNQ2 channel blockers in CHO-K1 cells – cell-based, FluxOR thallium flux, B-score, primary screen (AID 2156). 20 min; stronger effect = lower value. O88943. 310,000 compounds, 1.1% hits. B-score at 10 µM;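 active means fluorescence ratio B-score at most minus 3 library SDs, with starting brightness B-score within 2 library SDs, cut at about -5.5 in these data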
STK33 kinase inh = human STK33 kinase inhibition | Q9BYT3 | purified STK33, MBP phosphorylation, ADP-Glo luminescence | inhibition, % at 10 µM | 320,000 compounds, 0.073% hits;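 active means inhibition at or above 25%, using the most active replicate where run in duplicate; inactive means inhibition below 25%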
Target sequence (Q9BYT3 whole entry, looked up): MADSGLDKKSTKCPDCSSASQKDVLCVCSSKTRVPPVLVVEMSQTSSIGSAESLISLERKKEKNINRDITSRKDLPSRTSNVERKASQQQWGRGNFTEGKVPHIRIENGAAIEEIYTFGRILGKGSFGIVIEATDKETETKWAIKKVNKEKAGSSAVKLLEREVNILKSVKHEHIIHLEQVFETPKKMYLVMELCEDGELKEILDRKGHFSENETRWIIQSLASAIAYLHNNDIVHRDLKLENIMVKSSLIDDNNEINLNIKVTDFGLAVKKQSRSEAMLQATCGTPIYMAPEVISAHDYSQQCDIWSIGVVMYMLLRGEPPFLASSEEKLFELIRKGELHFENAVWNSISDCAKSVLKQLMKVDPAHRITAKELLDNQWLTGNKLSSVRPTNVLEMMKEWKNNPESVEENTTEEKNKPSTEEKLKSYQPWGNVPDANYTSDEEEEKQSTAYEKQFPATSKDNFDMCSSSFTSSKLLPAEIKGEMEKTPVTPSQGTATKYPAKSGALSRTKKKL
OX1R antag = antagonists of human orexin 1 receptor (OX1R). O43613. OX1R-expressing cells, FRET antagonist read-out. inhibition, % at 6.6 µM. 330,000 compounds, 1.8% hits; in the data active means inhibition mostly above about 38%, no sharp cut-off; inactive means mostly below about 40%;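 further: 0% = agonist challenge alone and 100% = reference antagonist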
Target sequence (O43613 whole entry, looked up): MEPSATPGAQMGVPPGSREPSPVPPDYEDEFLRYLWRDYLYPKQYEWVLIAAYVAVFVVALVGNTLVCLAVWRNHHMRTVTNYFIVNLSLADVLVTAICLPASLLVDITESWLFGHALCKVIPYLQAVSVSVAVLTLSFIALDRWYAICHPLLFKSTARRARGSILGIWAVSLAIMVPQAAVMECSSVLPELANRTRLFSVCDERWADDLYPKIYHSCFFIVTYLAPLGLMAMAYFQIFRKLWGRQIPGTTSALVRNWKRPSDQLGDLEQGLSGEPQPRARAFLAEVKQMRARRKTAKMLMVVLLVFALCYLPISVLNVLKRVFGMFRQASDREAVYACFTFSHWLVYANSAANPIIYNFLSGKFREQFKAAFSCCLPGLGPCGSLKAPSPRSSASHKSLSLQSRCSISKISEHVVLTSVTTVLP
Numbers without * were called inactive; i = inactive; . = no result given.

SMILES | KCNQ2 inh | STK33 kinase inh | OX1R antag
O=C(CN(Cc1ccco1)C(=O)CCC(=O)Nc1ccccn1)NCc1ccccc1 | i | 0.4 | 6.5
O=C(NCCOc1ccccc1F)c1cccc(S(=O)(=O)N2CCN(c3ccccc3)CC2)c1 | i | 0.1 | 15.1
COc1ccccc1C(=O)C1CCCN(Cc2cccc(OCCO)c2)C1 (stereo not given) | i | -0.5 | 5.1
OC(COc1ccc(CN2CCCCO2)cc1)CN1CCCCC1 (stereo not given) | i | -0.5 | 8.1
COc1cccc(-c2csc(N3CCN(C(=S)Nc4ccccc4OC)CC3)n2)c1 | i | -0.6 | 4.2
O=C(c1ccc(S(=O)(=O)Cc2ccccc2Cl)c([N+](=O)[O-])c1)N1CCOCC1 | i | -1.4 | 16.4
COc1ccc(C2CC(c3ccccc3C)n3nc(N)nc3N2)cc1 (stereo not given) | i | -1.7 | 8.5
O=C(NNC(=O)c1ccccc1[N+](=O)[O-])c1ccccc1[N+](=O)[O-] | i | -0.5 | 11.4
Cc1cc(C)c(OCCN2CC(C)OC(C)C2)c(Br)c1 (stereo not given) | i | -1.0 | 17.5
CCc1nc2ccc(C(=O)N3CCN(c4cccc(Cl)c4)CC3)cc2nc1CC | i | -1.2 | -5.2
COc1cccc(-c2nnc(SCc3nc4ccccc4s3)n2C)c1 | i | -1.0 | 23.7
COC(=O)c1ccc(C)c(NC(=O)CSc2nc3[nH]c(=O)cc(O)c3s2)c1 | . | -0.7 | 6.3
C=CCN1CN(S(=O)(=O)c2cccs2)c2nc3ccccc3nc21 | i | -0.5 | 13.0
CCN(CC)C(=O)CSc1nnc(-c2cnccn2)n1-c1ccc(C)cc1 | i | -2.3 | 23.6
Cc1cnn(-c2cc(N/N=C/c3ccccc3)ncn2)c1 | i | 0.2 | 4.7
O=C(NCc1csc(-c2cccs2)n1)c1ccsc1 | i | -1.5 | 5.1
OC(COc1ccccc1)CN1CCN(C(c2ccccc2)c2ccccc2)CC1 (stereo not given) | i | -1.1 | 12.6
COC(=O)c1ccccc1NC(=O)CSc1nc(Nc2ccccc2)nc(N2CCOCC2)n1 | i | 2.8 | 13.6
O=C(O)CCc1ccc(-c2cccs2)n1-c1ccc(C(=O)O)cc1 | i | 1.6 | 8.8
CN(CC(=O)Nc1cccc2ccccc12)c1ccc(S(=O)(=O)N2CCOCC2)cn1 | i | -0.3 | 34.4
CCOC(=O)Nc1ccc2c(CN(C)Cc3ccc(F)cc3)cc(=O)oc2c1 | i | -1.9 | 8.6
CCOC(=O)N1CCN(C(=O)c2ccc3c(c2)sc2nc(-c4ccccc4)cn23)CC1 | i | 0.5 | 17.7
Cc1ccc(NC(=O)C(=O)NCc2ccc(/C=C(/C#N)C(=O)NCc3cccnc3)o2)cc1C | i | 0.7 | 11.4
CNC(=O)c1c(C)nn(-c2ccc(F)c(Cl)c2)c1-c1cc(C)on1 | i | -0.3 | 3.4
CCCSc1cc(NCCOC(=O)CCC)c([N+](=O)[O-])c2nonc12 | i | 0.0 | 66.4*

Next section (6 carried over from the part before).
SMILES | KCNQ2 inh | STK33 kinase inh | OX1R antag
CN(CC(=O)Nc1cccc2ccccc12)c1ccc(S(=O)(=O)N2CCOCC2)cn1 | i | -0.3 | 34.4
CCOC(=O)Nc1ccc2c(CN(C)Cc3ccc(F)cc3)cc(=O)oc2c1 | i | -1.9 | 8.6
CCOC(=O)N1CCN(C(=O)c2ccc3c(c2)sc2nc(-c4ccccc4)cn23)CC1 | i | 0.5 | 17.7
Cc1ccc(NC(=O)C(=O)NCc2ccc(/C=C(/C#N)C(=O)NCc3cccnc3)o2)cc1C | i | 0.7 | 11.4
CNC(=O)c1c(C)nn(-c2ccc(F)c(Cl)c2)c1-c1cc(C)on1 | i | -0.3 | 3.4
CCCSc1cc(NCCOC(=O)CCC)c([N+](=O)[O-])c2nonc12 | i | 0.0 | 66.4*
Cc1nc2ccccc2c(=O)n1/N=C/c1cn[nH]c1-c1ccccc1 | i | 0.1 | 2.1
CC12CC(NC(=O)N1c1cccc(C(=O)NCc3ccccn3)c1)c1ccccc1O2 (stereo not given) | i | 0.4 | 12.2
COc1ccc(C(NC(=O)/C=C\c2ccco2)c2ccc(OC)c(OC)c2)cc1 (stereo not given) | i | -1.2 | 6.3
CC(C)CC(=O)Nc1cc([N+](=O)[O-])ccc1Cl | i | -0.2 | 19.2
O=C(N/C(=C\c1ccco1)C(=O)N1CCOCC1)c1ccc([N+](=O)[O-])cc1 | i | -2.4 | 26.0
COCC(=O)Nc1ccc(S(=O)(=O)Nc2cc(C)nc(C)n2)cc1 | i | -0.6 | 10.7
COc1cc(NC(=O)C[n+]2ccc(C(=O)c3ccccc3)cc2)cc(OC)c1 | . | -1.1 | 42.5*
COc1ccc(C(=O)NCC(=O)OCC(=O)c2ccc(Cl)cc2)cc1OC | i | 0.0 | 0.3
CCOC(=O)c1ccc(NC(=S)N2CCCC(C)C2)cc1 (stereo not given) | i | -1.2 | 23.7
COc1ccccc1/C=C/C(=O)NCc1ccccn1 | i | -0.9 | 6.2
CCN(CC)CCCNC(=O)Cn1ncc2c(=O)oc3ccc(C)cc3c21 | i | -0.4 | 5.2
CCOC(=O)CC(NC(=O)C1c2ccccc2Oc2ccccc21)c1ccccc1Cl (stereo not given) | i | -0.5 | 56.5
C=CCNC(=O)CC1C(=O)NCCN1Cc1ccc(-c2ccccc2)cc1 (stereo not given) | i | 0.3 | 6.2
CCc1cccc2c(C(=O)C(F)(F)F)cn(CC(=O)N3CCOCC3)c12 | i | 0.4 | 9.3
Nc1c(C(=O)CSc2nnnn2-c2ccccc2)c(=O)[nH]c(=O)n1C1CC1 | . | -1.7 | 1.2
O=[N+]([O-])c1cccc(S(=O)(=O)N2CCc3ccccc3C2)c1 | i | . | 14.4
O=C(c1cc2c(=O)oc3ccccc3c2s1)N1CCOCC1 | i | 1.0 | 46.0
NC(=O)c1sc2nc3c(c(-c4ccc(Cl)cc4)c2c1N)CCCC3 | i | -3.7 | 8.4
Cc1ccc(C)c(S(=O)(=O)N2CCCOC2CNC(=O)C(=O)NC2CCCCC2)c1 (stereo not given) | i | -0.2 | 13.9
O=C(Nc1ccc(Nc2ccccc2)cc1)c1c(Cl)cccc1Cl | i | -19.0 | 2.2
CCOc1ccc(NC(=O)CN(C)C(=O)c2ccc3c(c2)C(=O)N(CCC(C)C)C3=O)cc1OCC | i | -0.6 | 16.3
CC(C)CCN1C(=O)c2ccc(C(=O)Nc3ccc(Br)cc3C(=O)O)cc2C1=O | i | -1.4 | -0.8
CCN(CC)S(=O)(=O)c1cccc(NC(=O)COc2ccc(Cl)cc2Br)c1 | i | -1.3 | 23.7
Cc1ccc(-n2c(Cn3nc(C(F)(F)F)cc3C)n[nH]c2=S)cc1 | i | -0.2 | 13.8
COc1ccccc1-c1sc2cc3c(cc2c1C#CCO)OCO3 | . | 4.2 | 0.8
SMILES | KCNQ2 inh | STK33 kinase inh | OX1R antag
CC[n+]1c(/C=C2\C=C(C)CC(C)C2)sc2ccccc21 (stereo not given) | i | 0.9 | 19.0
Cc1ccc(C(=O)N2CCCC(CCC(=O)NCc3ccccc3F)C2)cn1 (stereo not given) | i | -1.5 | 28.8
Cc1ccc(C2=NNC(=O)C(c3ccc(Cl)cc3)C2)cc1 (stereo not given) | i | -0.1 | 6.2
COc1cccc(/C=N/n2c(COc3ccccc3)n[nH]c2=S)c1 | i | 0.5 | 8.3
CC(C)=CCN1CCN(Cc2cn[nH]c2C2CCCCC2)CC1CCO (stereo not given) | i | 0.2 | 15.5
Cc1ccc(Cl)cc1NC(=O)COC(=O)CCN1C(=O)C2CC=CCC2C1=O (stereo not given) | . | -0.4 | 25.0
Cc1occc1C(=O)NNC(=S)NCC(C)C | i | -2.5 | 19.5
O=C(CC1OC(=O)c2ccccc21)NC1CCCCC1 (stereo not given) | i | 0.7 | 3.5
COc1ccc(CC(=O)Oc2ccc(Cl)cc2Br)cc1S(=O)(=O)N1CCOCC1 | i | 0.4 | 14.4
COc1cccc(NC(=O)Nc2ccc(Cc3ccncc3)cc2)c1 | i | 2.5 | 2.1
COc1ccc(CNC(=O)CSc2nnc3c(n2)[nH]c2ccccc23)cc1 | i | -1.5 | 5.8
O=S1(=O)CCC(NCC2CCCO2)C1 (stereo not given) | i | -2.3 | 0.1
O=C(N/N=C/c1cccnc1)c1ccc(S(=O)(=O)N2CCCCCC2)cc1 | i | -0.2 | 12.8
COc1ccc(C(=O)NCc2cn3ccsc3n2)cc1OC | i | -0.1 | 0.1
COc1ccccc1S(=O)(=O)CC(O)COc1ccccc1Cl (stereo not given) | i | 0.7 | 8.9
Cn1cnnc1SCC(=O)c1cc2ccccc2o1 | i | -2.1 | 49.5
O=C(CSc1nncn1-c1cccnc1)Nc1cccc(C(F)(F)F)c1 | i | 0.7 | 10.9
Cc1ccc(S(=O)(=O)NCC(=O)OCC(=O)c2ccc(Br)s2)cc1 | i | -0.5 | 8.4
Cc1cc2ccccn2c1C(=O)c1ccc(S(=O)(=O)N(C)C)cc1 | i | -0.2 | 48.5
COc1cc(NC(=O)N[C@@H](Cc2c[nH]c3ccccc23)C(=O)O)c(C(=O)O)cc1OC | i | 0.3 | .
COC(=O)c1ccccc1NC1=C/C(=N\S(=O)(=O)c2cccs2)c2ccccc2C1=O | i | 0.4 | 32.6
Clc1ccccc1-c1nn2c(-c3ccccn3)nnc2s1 | i | 0.9 | 17.7
COc1cc(/C=C(\C#N)C(=O)NCC2CCCO2)c([N+](=O)[O-])cc1OC (stereo not given) | i | 0.3 | 28.8
CC(=O)Nc1ccc(NC(=O)c2cccc3c2-c2ccccc2C3=O)cc1 | i | -0.4 | 21.1
CS(=O)(=O)N1CCN(c2ccccc2[N+](=O)[O-])CC1 | i | -1.5 | 20.3

In another format: 2 of the compounds above
KCNQ2 inh	STK33 kinase inh	OX1R antag	Molecule
i	-2.5	19.5	Cc1occc1C(=O)NNC(=S)NCC(C)C
i	-0.1	6.2	Cc1ccc(C2=NNC(=O)C(c3ccc(Cl)cc3)C2)cc1 (stereo not given)

Arranged by number of heavy atoms (low to high): 5 of the compounds above.
SMILES | KCNQ2 inh | STK33 kinase inh | OX1R antag
NC(=O)c1sc2nc3c(c(-c4ccc(Cl)cc4)c2c1N)CCCC3 | i | -3.7 | 8.4
CCCSc1cc(NCCOC(=O)CCC)c([N+](=O)[O-])c2nonc12 | i | 0.0 | 66.4*
CC(C)=CCN1CCN(Cc2cn[nH]c2C2CCCCC2)CC1CCO (stereo not given) | i | 0.2 | 15.5
Nc1c(C(=O)CSc2nnnn2-c2ccccc2)c(=O)[nH]c(=O)n1C1CC1 | . | -1.7 | 1.2
CN(CC(=O)Nc1cccc2ccccc12)c1ccc(S(=O)(=O)N2CCOCC2)cn1 | i | -0.3 | 34.4

Single records (already shown):
COc1cccc(-c2csc(N3CCN(C(=S)Nc4ccccc4OC)CC3)n2)c1 in the list: KCNQ2 inh = i; STK33 kinase inh = -0.6; OX1R antag = 4.2
Cc1ccc(S(=O)(=O)NCC(=O)OCC(=O)c2ccc(Br)s2)cc1 in the list: KCNQ2 inh = i; STK33 kinase inh = -0.5; OX1R antag = 8.4

(cont.)
SMILES | KCNQ2 inh | STK33 kinase inh | OX1R antag
O=S(=O)(Cc1ccccc1)Nc1ccc(F)cc1 | i | -1.5 | .
CCC(=O)NC(Nc1sc2c(c1C(=O)OC)CCCC2)(C(F)(F)F)C(F)(F)F | i | 0.9 | 26.9
CCCCC(=O)/C=C/n1c(=S)oc2ccccc21 | i | -1.2 | 6.3
O=C(O)C1CCCN1C(=O)NC1CCCCC1 (stereo not given) | i | -1.5 | 13.7
CCN1C(=O)C(CC(=O)NCc2ccc(Cl)cc2)N(CC)C1=O (stereo not given) | i | -1.6 | 2.4
COc1ccc(-n2nc(C(=O)O)c3ccccc3c2=O)cc1 | i | -0.5 | 9.6
CCOC(=O)N1CCN(S(=O)(=O)c2cc(-c3nn4c(C)nnc4c4ccccc34)ccc2C)CC1 | i | 0.6 | 19.3
CC(=O)c1ccc(NC(=O)CSc2nc(Nc3ccccc3)nc(N3CCOCC3)n2)cc1 | i | -0.9 | -3.6
CCCN=C1NC(=O)C(CC(=O)NCCc2ccc(OC)c(OC)c2)S1 (stereo not given) | i | -1.9 | 8.8
COc1ccccc1C(=O)NNC(=O)C(=O)NC(C)(C)C | i | -2.1 | 6.5
Cc1[nH][nH]c(=O)c1C(c1c(C)[nH][nH]c1=O)c1cn(Cc2ccc(Cl)c(Cl)c2)c2ccccc12 | i | 0.9 | 18.9
Cc1oc(-c2ccc(Cl)cc2)[n+]([O-])c1C | i | 0.7 | 19.8
C=CCNCCOCCOc1ccccc1-c1ccccc1 | i | -1.3 | 13.9
OC(c1cccc(Cl)c1)c1nccc2ccccc12 (stereo not given) | i | 0.5 | 3.9
Cc1cc(C(=O)N/N=C\C(Br)=C\c2ccccc2)c(C)o1 | i | -1.7 | 21.0
COc1ccc(N2Cc3cccc(C(=O)N4CCN(C(=O)c5ccco5)CC4)c3C2=O)cc1 | i | -0.7 | 8.7
Cc1csc2nc(CSc3ccc(Cl)cc3)cn12 | -10.7* | 1.3 | 16.9
N#CCCn1nc(-c2ccc(Cl)cc2)cc1Nc1ccccc1NC(=O)C(F)(F)F | i | -0.1 | 8.3
COc1nccc(C(F)(F)F)c1C(=O)NC(=O)Nc1ccccc1 | i | -4.8 | 2.9
CCCN(CCC)CCCNc1ccc(C(=O)Nc2cccc(OC)c2)cc1[N+](=O)[O-] | i | 2.1 | 36.2
COCC(=O)N1CCC(Oc2ccc(C(=O)NCc3cc(C(C)C)no3)cc2)CC1 | i | 9.3 | 18.0
COc1cc2c(cc1OC)-c1cc(NC3CCCCCC3)nc(=O)n1CC2 | i | 1.6 | 15.1
CCCCNc1nc2ccccc2nc1Cl | i | -1.7 | 13.8
COc1ccc2c(CC(=O)OCC(=O)NC(N)=O)coc2c1 | i | 0.5 | 16.1
COc1cc(C)nc(Oc2ccc(OCCOc3ccc(C)cc3)nn2)n1 | i | -1.8 | 13.2

Outcome played no part in choosing rows, and some 2.7% of all compounds hit somewhere here.
